Screening results (PubChem)
LmPK inh – blocks Leishmania mexicana pyruvate kinase activity; Q27686; purified LmPK, Kinase-Glo ATP luminescence, 1 h; Potency, µM (top dose mostly 57.5 µM), inactives show top-dose activity change, negative = inhibition, actives largely listed as inhibitors; 290,000 compounds, 0.37% hits; AID 1721; also: potency is read from the fitted curve at half-maximal effect; % is scaled to controls: 0 for no effect and ±100 for the full control effect
Target sequence (Q27686 whole entry, looked up): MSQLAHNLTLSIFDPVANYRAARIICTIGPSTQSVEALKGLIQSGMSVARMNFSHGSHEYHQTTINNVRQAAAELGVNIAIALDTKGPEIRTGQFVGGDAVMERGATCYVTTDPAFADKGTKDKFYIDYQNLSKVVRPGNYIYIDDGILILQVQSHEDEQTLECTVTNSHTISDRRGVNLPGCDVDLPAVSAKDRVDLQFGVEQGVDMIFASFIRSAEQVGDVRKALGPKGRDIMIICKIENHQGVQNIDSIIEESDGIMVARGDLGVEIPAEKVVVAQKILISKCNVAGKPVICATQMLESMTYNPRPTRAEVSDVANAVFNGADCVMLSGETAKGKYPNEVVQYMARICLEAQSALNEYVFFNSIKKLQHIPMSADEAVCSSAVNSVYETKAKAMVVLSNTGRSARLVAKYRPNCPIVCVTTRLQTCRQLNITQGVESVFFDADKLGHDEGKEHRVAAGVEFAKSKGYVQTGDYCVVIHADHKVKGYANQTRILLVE
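ATP generated from ADP (0.1 mM) and PEP (0.5 mM) by 0.1 nM LmPK over 1 h at room temperature (pH 7.2 imidazole buffer) was detected by coupled luciferase luminescence. Values were normalized to uninhibited and no-enzyme wells.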
Pf growth 48h – P. falciparum growth inhibition at 48 hours (one generation) | P. falciparum luciferase growth in erythrocytes, 48 h | Potency, µM (series often up to 28.7 µM), for the others: top-dose activity change, negative = inhibition, hits mostly inhibitors | 310,000 compounds, 5.9% hits; also: potency is read from the fitted curve at half-maximal effect; % is scaled to controls: 0 for no effect and ±100 for the full control effect
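Firefly luciferase activity from engineered P. falciparum reports growth; inhibitors lower the luminescent signal. Cultures contained 2% hematocrit erythrocytes at 0.1% final parasitemia.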
CHX counter – counter-screen hit for Shiga toxin inhibitors, cycloheximide. cell reporter, cycloheximide protein synthesis inhibition counterscreen. 300,000 compounds, 12% hits. max response, %; in the data active = max response mostly above about 13%, no sharp cut-off; inactive = mostly below about 14%; also: read at 38.3 µM for the half of the compounds with a filed dose; 0% is about no effect
Shiga inhibitor – blocks Shiga toxin action in Vero cells; Vero cells, Shiga toxin protein synthesis inhibition reporter; inhibition, % at 38.7 µM; 290,000 compounds, 9.2% hits; AID 2315; in the data active = inhibition mostly above about 28%, no sharp cut-off; inactive = mostly below about 43%; also: 0% is about no effect
Tb PYK inh – blocks Trypanosoma brucei pyruvate kinase; Q57TT1; Potency, µM (doses to about 76.8 µM), for inactives: at the highest dose activity, negative = inhibition, hits mostly inhibitors; TbPYK enzyme, Kinase-Glo Plus ATP luminescence, 45 min; 410,000 compounds, 0.12% hits; AID 624173; also: potency is read from the fitted curve at half-maximal effect; % is scaled to controls: 0 for no effect and ±100 for the full control effect; nearly all actives have a fitted effect of over 50% in size
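Screened from lowest to highest concentration, compounds were pinned into TbPYK/substrate mixtures, and ADP (130 uM final) was added. Plates sat at room temperature for 45 min prior to Kinase-Glo Plus detection by luminescence.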
AMA1-RON2 inh – disrupts binding of P. falciparum AMA1 to RON2 | AlphaScreen AMA1-biotinylated RON2 peptide binding | Potency, µM (titrated, usually from 58.2 µM), for inactives: at the highest dose activity change, negative = inhibition, most hits filed as inhibitors | 360,000 compounds, 0.2% hits;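 also: potency is read from the fitted curve at half-maximal effect; 0% = vehicle wells and -100% = peptide control; nearly all actives have a fitted effect of over 45% in size; some results filed as inactive show a strong effect at the top dose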
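AMA1 (3D7) with his tag at 25 nM final met compounds first, then biotinylated RON2 peptide at 25 nM; detection used donor plus acceptor beads, 10 µg/mL apiece, read by AlphaScreen after 30 min at room temperature.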
Pf growth 96h – P. falciparum growth inhibition at 96 hours | P. falciparum luciferase reporter growth, 96 h | Potency, µM (doses to about 28.7 µM), for inactives: at the highest dose activity change, negative = inhibition, most hits filed as inhibitors | 320,000 compounds, 6.9% hits | AID 504834; also: potency is read from the fitted curve at half-maximal effect; % is scaled to controls: 0 for no effect and ±100 for the full control effect
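Delayed-death screen, second-generation endpoint: infected erythrocytes, 2% hematocrit, 0.05% parasitemia final; 96 hours at 37 C, 5% CO2; luciferase detection reagent; luminescence decrease equals reduced growth.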
* = called active by the depositor; u = inconclusive; x = not tested or not shown; & = joins results of further samples; [ ] = another dose, or the depositor's remark. Unless noted, calls follow the shape of the dose curve; as a rule, active = well fitted curve in the direction sought with a large enough effect; inconclusive = small, poorly fitted or top-dose-only effect, or another doubt; inactive = no such curve, though single readings can be large; an effect the other way counts as inactive or inconclusive.

entry	SMILES	LmPK inh	Pf growth 48h	CHX counter	Shiga inhibitor
1	CCN(CC)c1ccc(/C=N/NC(=O)c2ccc(Br)o2)cc1	-7%	-11%	33*	38*
2	C=CCn1c(SCc2ccc(C(=O)Nc3nccs3)cc2)nnc1-c1ccc(C)c(Cl)c1	0%	u	-1	18
3	COCCN(C(=O)c1csnn1)C(C(=O)NC1CCCCC1)c1ccc(C)cc1 (centres undefined)	16%	25%	-3	-4
4	CCOc1ccccc1-n1nnnc1SCC(=O)Nc1cc(C)on1	5%	u	-3	-12
5	CC1CCc2c(sc3ncnc(NCc4cccnc4)c23)C1 (centres undefined)	-4%	u	12	-13
6	CCO[C@H]1OC(C(=O)Nc2ccccc2)=C[C@@H](C2CC2)[C@@H]1CCCO	5%	u	-1	13
7	C/C(=N\NC(=O)NC1CCCCC1)c1ccc(OC(F)F)cc1OC(F)F	1%	u	9	2
8	CCCCCC[n+]1c(-c2ccc(Cl)cc2Cl)csc1Nc1ccccc1	-1%	1.2µM*	-6	-3
9	Cc1cc2nsnc2c(S(=O)(=O)NCC(=O)O)c1C	2%	x	-1	11
10	CCCc1cc(=O)[nH]c(SCC(=O)NC(=O)c2ccccc2)n1	5%	14%	-7	-19
11	CN1CCc2c(sc(/N=C/c3c[nH]c4ccccc34)c2C#N)C1	-9%	u	10	13
12	COc1cccc(-c2nnc3sc(-c4ccco4)nn23)c1	0%	42%[activator]	39*	45
13	COc1ccc(NC(=S)NCc2ccccn2)cc1OC	-3%	37%[activator]	6	4
14	CN(CC(=O)Nc1c(Cl)cccc1Cl)C(=O)C1CSC2(C)CCC(=O)N12 (centres undefined)	x	2%	x	x
15	O=C(O)CC(Sc1n[nH]c(=S)s1)C(=O)O (centres undefined)	1%	-14%	-2	-4

entry	Tb PYK inh	AMA1-RON2 inh	Pf growth 96h
1	-10%	-10%	u
2	-5%	37%[activator]	115%[activator]
3	-4%	-16%	11%
4	1%	-8%	3%
5	-2%	-4%	-6%
6	4%	-9%	-5%
7	2%	10%	u
8	2%	-5%[2.32 µM]	u
9	-4%	6%	u
10	-5%	35%[activator]	0.41µM*
11	-12%	-11%	u
12	5%	-4%	u
13	1%	51%[activator]	-17%
14	-4%	-9%	-17%
15	u	-8%	-8%

Continued:
entry	SMILES	LmPK inh	Pf growth 48h	CHX counter	Shiga inhibitor
16	COc1ccccc1/C=C(/NC(=O)c1ccccc1)C(=O)NCCN1CCOCC1	7%	-28%	1	3
17	CC(=O)N1C(C(=O)O)CSC1c1ccc(C)cc1 (centres undefined)	0%	x	-3	-9
18	C#CC[N+](CC)(CC)CC#Cc1cccc(Cl)c1	-1%	10µM*	-4	-7
19	CCc1sc(C(=O)Nc2ccc(NC(C)=O)cc2)cc1C	-2%	28%	8	27
20	O=C(CCCCCNc1nc(=S)[nH]c2ccccc12)NCCc1ccccc1	-3%	-12%	-2	-9
21	CC(=Nc1cc(C(=O)c2ccccc2)ccc1N)C1=C(O)CC(C)(C)CC1=O	0%	127%[activator]	29*	125*
22	Cc1c(C(=O)N2CCN(C)CC2)oc2ccc(S(=O)(=O)N3CCOCC3)cc12	-2%	-21%	-2	13
23	O=C(NNC1=Nc2cc([N+](=O)[O-])ccc2OC1)c1ccccc1Cl	4%	-26%	10	2
24	COc1cccc(/C=N/NC(=O)CC2C(=O)NN=C2C)c1O (centres undefined)	-1%	x	-1	-10
25	CC(C)(C)OC(=O)NCCCC[C@H](NC(=O)c1nc[nH]c1C(=O)N1CCN(C(=O)OC(C)(C)C)CC1)C(=O)OC(C)(C)C	6%	u	1	-18
26	Cc1c(NC(=S)N/N=C/c2ccc(O)cc2)c(=O)n(-c2ccccc2)n1C	1%	7%	0	-21
27	O=C(c1nc2ccc(Cl)cn2c1CN1CCC(CO)CC1)N1CCc2ccccc2C1	3%	19%	-3	-5
28	Cc1ccc(/C=N/NC(=O)Cc2ccc(Cl)cc2)c(O)c1	-10%	u	7	-2
29	COC(=O)c1c(C)[nH]c(C(=O)OCc2ccc(F)cc2)c1C	4%	118%[activator]	78*	134*
30	COc1cccc(NC(=O)C(c2ccccc2)N2CCCC2)c1 (centres undefined)	9%	0%	-2	3

entry	Tb PYK inh	AMA1-RON2 inh	Pf growth 96h
16	-1%	6%	3%
17	-7%	6%	u
18	-1%	-5%	u
19	-3%	7%[2.32 µM]	-14%
20	-1%	25%	0%
21	-7%	4%	15%
22	-6%	4%	8.3µM*
23	-10%	131%[activator]	u
24	-2%	113%[activator]	-3%
25	-2%	58%[activator]	8.3µM*
26	2%	73%[activator]	0%
27	13%	5%	u
28	-5%	84%[activator]	-12%
29	-23%	-4%	193%[activator]
30	1%	-13%	u

One compound at a time (already shown):
`CC(C)(C)OC(=O)NCCCC[C@H](NC(=O)c1nc[nH]c1C(=O)N1CCN(C(=O)OC(C)(C)C)CC1)C(=O)OC(C)(C)C` across the screens: LmPK inh = 6%; Pf growth 48h = u; CHX counter = 1; Shiga inhibitor = -18; Tb PYK inh = -2%; AMA1-RON2 inh = 58%[activator]; Pf growth 96h = 8.3µM*
`COC(=O)c1c(C)[nH]c(C(=O)OCc2ccc(F)cc2)c1C` across the screens: LmPK inh = 4%; Pf growth 48h = 118%[activator]; CHX counter = 78*; Shiga inhibitor = 134*; Tb PYK inh = -23%; AMA1-RON2 inh = -4%; Pf growth 96h = 193%[activator]
`CCc1sc(C(=O)Nc2ccc(NC(C)=O)cc2)cc1C` across the screens: LmPK inh = -2%; Pf growth 48h = 28%; CHX counter = 8; Shiga inhibitor = 27; Tb PYK inh = -3%; AMA1-RON2 inh = 7%[2.32 µM]; Pf growth 96h = -14%

The results go on:
entry	SMILES	LmPK inh	Pf growth 48h	CHX counter	Shiga inhibitor
31	O=C(NCCc1ccccc1)C(=O)Nc1ccc2c(c1)OCCO2	8%	113%[activator]	27*	74*
32	O=C(NCCCN1CCCC1=O)c1cccc(N2CCCC2=O)c1	4%	x	-4	-6
33	COc1ccccc1NC(=O)C(=O)NNS(=O)(=O)c1ccc2ccccc2c1	6%	-11%	-1	-7
34	Cc1cccc2c1CC(C)(C)NC2=C(C#N)C#N	-1%	13%	-2	-6
35	O=C(NCc1ccccc1)C(c1ccc(F)cc1)N(C(=O)c1csnn1)C1CC1 (centres undefined)	0%	1%	-5	-4
36	COc1ccccc1N=C(C)C1=C(O)CSC1=O	-2%	7%	8	33
37	CCOC(=O)N1CCC(NC(=O)C2CCN(C(=O)N3CC(C)Oc4ccccc43)CC2)CC1 (centres undefined)	-4%	x	-4	-7
38	O=C(Cc1c(F)cccc1Cl)Nc1nccs1	-1%	6%	1	-9
39	CC(=NCc1ccco1)c1c(O)n(-c2ccc(Cl)cc2)c(=O)[nH]c1=O	2%	u	-2	2
40	O=C(Nc1nnc(-c2ccccc2Cl)o1)c1cc2cc([N+](=O)[O-])ccc2s1	-6%	1%	-2	-5
41	N#CC1=C(N)Oc2cc(N)ccc2C1c1cccc(F)c1 (centres undefined)	-3%	6%	-1	-6
42	Cc1cc(C(c2ccc(C)o2)c2ccc(C)o2)c(O)c([N+](=O)[O-])c1	2%	x	-3	14
43	COc1ncnc2c1cnn2-c1ccccc1	-6%	75%[activator]	37*	81*
44	CCOc1ccc(-n2c(SCC(=O)Nc3ccc(Br)cc3)nc3n[nH]c(C)c3c2=N)cc1	9%	-17%	-1	-12
45	O=C(Nc1ccc(F)cc1)c1cc(-c2ccccc2)no1	5%	36%[activator]	-4	31

entry	Tb PYK inh	AMA1-RON2 inh	Pf growth 96h
31	4%	-1%	u
32	1%	-19%	0%
33	2%	97%[activator]	0%
34	-4%	13%	u
35	-3%	4%	16%
36	-4%	-4%	x
37	-5%	3%	u
38	-1%	-8%	15µM*
39	4%	-3%	u
40	x	x	4%
41	-1%	8%	131%[activator]
42	-11%	-19%	-12%
43	1%	7%	110%[activator]
44	3%	15%	u
45	2%	-3%	86%[activator]

Carrying on.
entry	SMILES	LmPK inh	Pf growth 48h	CHX counter	Shiga inhibitor
46	Cc1cccc2cc(COC(=O)c3cccs3)c(=O)[nH]c12	0%	22%	-3	-2
47	C=CCc1ccc(OCCn2cncn2)c(OC)c1	-1%	8%	-2	3
48	CCCc1nnc(SCC(=O)Nc2ccc(OCC)cc2)n1N	3%	-18%	-2	63
49	Cc1c(S(=O)(=O)N2CCN(c3cccc(Cl)c3)CC2)c(=O)n(C)c(=O)n1C	-8%	3%	-4	-35
50	Cn1c(CNC(=O)CCNC(=O)c2ccccc2F)cc(=O)n(C)c1=O	3%	18%	-4	-3
51	CCOC(=O)[C@@H](CCc1ccccc1)N[C@H](C)C(=O)N1[C@H](C(=O)O)C[C@@H]2CCC[C@@H]21	-11%	-6%	-3	-1
52	Cc1ccccc1OCC(=O)Nc1ccc(S(=O)(=O)N2CCOCC2)cc1	-1%	u	4	-7
53	Cc1cc(C)nc(NC(=O)c2ccc(COc3ccccc3Cl)cc2)c1	-4%	-5%	0	4
54	O=C(CCc1nnc(COc2ccccc2)o1)NCCc1cccs1	2%	-7%	-2	5
55	Cc1nnc(NC2=NCCC2)o1	5%	-1%	12	10
56	COc1ccc(CCNC(=O)COC(=O)c2cccs2)cc1OC	-1%	28%	-1	-2
57	Cc1cc(C(=O)CSc2nc(N)cc(=O)[nH]2)c(C)n1CCc1ccc(F)cc1	0%	2%	-1	-8
58	O=C(Nc1ccccc1Cl)Oc1ccc2ccccc2c1	4%	35%[activator]	-1	17
59	CSc1ncc(Cl)c(C(=O)Nc2ccc(S(=O)(=O)Nc3nccc(C)n3)cc2)n1	-5%	178%[activator]	31*	70*
60	COc1cc2c(C(=O)N3CCOCC3)c(CSc3ccccc3)n(C)c2cc1Br	0%	-15%	-7	21
61	Cc1ccc(C)c2c1cc(C)c1nnc(SCC(=O)NCc3ccc4c(c3)OCO4)n12	1%	u	-3	-11
62	CC1CC(NC(=O)c2cc3c(=O)n4ccccc4nc3n2C)CC(C)(C)C1 (centres undefined)	9%	12µM*	-3	-2
63	CCOC(=O)c1ccc(NC(=S)N2CCN(Cc3ccccc3)CC2)cc1	1%	-9%	1	-3

entry	Tb PYK inh	AMA1-RON2 inh	Pf growth 96h
46	-7%	0%	1%
47	3%	-9%	0%
48	-2%	3%	5%
49	0%	-4%	5%
50	3%	-2%	26%
51	-10%	0%	36%[activator]
52	3%	-11%	u
53	0%	-23%	9.3µM*
54	-4%	15%	10µM*
55	6%	64%[activator]	29%
56	7%	-3%	-16%
57	2%	-10%	3%
58	x	x	31%[activator]
59	-8%&2%	-3%	37%[activator]
60	0%	19%	u
61	9%	0%	20%
62	-11%	15%	0%
63	-17%	-27%	u
